# Compound activity as filed in PubChem.
# Pf apPOL inh = Pf-apPOL DNA polymerase inhibition. Recombinant Pf-apPOL, molecular beacon fluorescence, 1.5 h. inhibition, % at 10 µM. 210,000 tested, 0.25% active
# mHTT CaM bind = disrupts binding of mutant huntingtin to calmodulin. 190,000 tested, 3.6% active. P42858. AID 1671202. AlphaScreen His-mHTT/GST-CaM binding, luminescence. inhibition, % at 15 µM;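 note: 0% = both proteins with DMSO and 100% = one protein alone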
# * marks the source's active call; other numbers are inactive results; / = not tested or not shown; & = joins results of further samples. Cut-off read from the data, not from the text of the source: active = inhibition above about 50%; inactive = the rest. Only part of the results is shown (hit frequency here may not be typical).
SMILES,Pf apPOL inh,mHTT CaM bind
Cc1ccccc1N(C)S(=O)(=O)c1ccc2[nH]cc(C(=O)NCCC(C)C)c(=O)c2c1,-10,18
COc1ccccc1NC(=O)c1noc2c1CCCC2,-3,-12
CS(=O)(=O)N1CCCC2(CC(c3ccccc3)=CO2)C1 (stereo unspecified),-7,-14
CC(=O)c1ccc(NC(=O)C2CCC(C)(C(=O)O)C2(C)C)cc1 (stereo unspecified),6,-6
COc1ccc2oc(=O)c(C(=O)NC(C)(C)CC(C)(C)C)cc2c1,-6,-7
Cc1noc(C)c1CCC(=O)N1CCN(c2c(C)nn(C3CCS(=O)(=O)C3)c2C)CC1 (stereo unspecified),-6,-13
Cc1ccc(C(=O)NCc2ccccc2)cc1S(=O)(=O)N1CCCC1,-4,-4
O=C(Nc1ccccc1F)C1CCN(c2ncnc3c2nc2n3CCCCC2)CC1,96*,5
CCNc1cc(N2CCCC(CCC(=O)Nc3ccc(OC)cc3OC)C2)ncn1 (stereo unspecified),-6,17
CCOc1ccc(C2CC(c3ccccc3Cl)n3nc(N)nc3N2)cc1 (stereo unspecified),-5,36
OC(CN1C2=NCCCN2c2ccccc21)c1ccc(Cl)cc1 (stereo unspecified),-8,-6
CCOc1ccc(C2CC(=O)N2C2(C(=O)Nc3ccc(C)cc3)CCCCC2)cc1OC (stereo unspecified),3,4
O=C(c1cccc(Br)c1)N1CCN(Cc2noc3ccccc23)CC1,0,5
Cc1ccc(N2CCN(C(=O)c3ccc(Br)cc3)C(C)C2=O)cc1C (stereo unspecified),-1,8
Cc1cc(F)ccc1NC(=O)c1ccccc1,-2,1
COc1cc(C2C(C#N)=C(N)OC3=C2C(=O)CCC3)cc(OC)c1OC (stereo unspecified),0,-3
Oc1ccc(/C=C/c2nc(-c3ccccc3O)n(-c3ccccc3)n2)c(O)c1,-77&0,96*
CCC(C)(C(=O)NC1CCCCC1)N(Cc1ccco1)C(=O)C1CCC(=O)N1 (stereo unspecified),-4,2
CC1=C(C(=O)Nc2ccc(C)cc2)C(c2cccc([N+](=O)[O-])c2)n2ncnc2N1 (stereo unspecified),1,7
COc1cc(C=NNC(=S)NC2CC3CC2C2C=CCC32)ccc1O (stereo unspecified),-9,/
COC(=O)[C@H]1CC=C[C@H]2CCN(Cc3ccc(Cl)c(Cl)c3)C(=O)[C@@H]12,-6,68*
COC(=O)c1ccc(C2c3c(oc4ccccc4c3=O)C(=O)N2CCCO)cc1 (stereo unspecified),-13,-4
Fc1ccc(CSc2nnc(COc3ccc4c(c3)CCCC4)o2)cc1,1,-43
Cc1[nH]c2ccccc2c1CCNC(=O)NS(=O)(=O)Oc1ccc(Cl)cc1,-3,3
O=C(NC1(C(F)(F)F)Oc2ccc(Cl)cc2O1)N1CCCCCC1 (stereo unspecified),0,5
CC(C)c1nc2c(c(=O)n1CC(=O)Nc1ccc(F)cc1)CN(Cc1ccccc1)CC2,-2,-2
CCOc1cc2c(C(=O)Nc3ccc(F)c(Cl)c3)cn(CC(C)C)c(=O)c2cc1OCC,0,27
COc1cc(C2C(C#N)=C(N)Oc3n[nH]c(-c4ccc(Cl)c(Cl)c4)c32)ccc1O (stereo unspecified),-1,99*
CCCC(=O)N1CCC2(CC1)NC(=O)c1c(Cl)cccc1N2,-1,-1
Cc1ccc(C(=O)N2CCCC2COc2ccc(C(=O)N3CCOCC3)cc2)c(C)c1 (stereo unspecified),46,-3

# Molecules listed so far that contain bromine, in the order listed:
SMILES,Pf apPOL inh,mHTT CaM bind
O=C(c1cccc(Br)c1)N1CCN(Cc2noc3ccccc23)CC1,0,5
Cc1ccc(N2CCN(C(=O)c3ccc(Br)cc3)C(C)C2=O)cc1C (stereo unspecified),-1,8

# Later entries
SMILES,Pf apPOL inh,mHTT CaM bind
O=C(Sc1ccc(Cl)cc1Cl)c1cccnc1SCCS(=O)(=O)c1ccccc1,-1,/
COc1cc(SC)ccc1C(=O)Nc1ccc([N+](=O)[O-])cc1C,-2,1
COc1ccc(C2=N/C(=C\c3ccco3)C(=O)O2)cc1OC,3,1
COCCNS(=O)(=O)c1c(C)cc(C)cc1C,-2,-3
COc1ccccc1N1C(=O)CC(NC23CC4CC(CC(C4)C2)C3)C1=O (stereo unspecified),-1,-1
CCN(CC)C(=O)CC[C@H]1CC[C@]2(CCCN(Cc3ccc(Cl)cc3)C2)O1,-7,12
Cc1ccccc1NC(=O)CN1C(=O)NC2(CCC(C(C)(C)C)CC2)C1=O (stereo unspecified),-9,-1
CCNc1nc(NCC)n2c(SCC(=O)c3ccc([N+](=O)[O-])cc3)nnc2n1,-2,-10
CCCCN1CCN(C(=O)C2CCCN(c3cnn(Cc4ccccc4)c(=O)c3)C2)CC1 (stereo unspecified),-6,18
O=C(NCC1CCN(C(=O)COc2ccccc2)CC1)c1ccc(Br)o1,-3,-6
Cc1ccccc1N=Cc1c(C(F)(F)F)[nH]n(-c2nc3ccccc3s2)c1=O,6,2
Cc1[nH]c(C(=O)N2CCC(CC(=O)NCCN3CCCCCC3)CC2)c(C)c1C,3,21
CCCc1[nH]n(-c2ccc(F)cc2)c(=O)c1C=Nc1ccc(Cl)cc1C,-3,3
Cc1ccc(OCC(=O)Nc2cccc(NC(=O)c3ccco3)c2)cc1C,-6,10
CCOc1ccc(N(C(=O)C(C)C)C2C=CS(=O)(=O)C2)cc1 (stereo unspecified),-6,0
Cc1cccc(N2CCN(S(=O)(=O)CCNC(=O)c3cnccn3)CC2)c1,-3,-10
CC(C)CN(C(=O)C1CCCC1)C1CCS(=O)(=O)C1 (stereo unspecified),2,-5
CCC(=O)N1c2ccccc2N(S(=O)(=O)c2ccc(C)cc2)C1c1ccc(N(C)C)cc1 (stereo unspecified),4,53*
COc1cccc(CNS(=O)(=O)c2ccc3nc(-c4ccccc4)[nH]c3c2)c1,-5,0
CC1(C)CC(=O)C2=C(C1)Nc1ccc3ncccc3c1C2c1ccccc1Cl (stereo unspecified),-2,-1
CCN(CC(O)COC12CC3CC(CC(C3)C1)C2)C1CCCCC1 (stereo unspecified),-3,-6
CCOc1cc(-c2nnc(NC(=O)c3ccco3)o2)cc(OCC)c1OCC,-4,4
NC(=O)c1cc(NC(=O)c2ccc([N+](=O)[O-])cc2)c(Cl)cc1Cl,5,0
CN(C)CC1CN(C(=O)COc2ccccc2)CC12CCOCC2 (stereo unspecified),2,-12
COc1ccc2oc(=O)c(-c3nnc(NCc4ccc5c(c4)OCO5)s3)cc2c1,-8,0
CC(=O)c1ccc(S(=O)(=O)N2CCC(c3noc(-c4ccc(C)cc4)n3)CC2)cc1,-6,-12
COc1ccc(OC)c(/C=C2\N=C(c3c(-c4ccccc4)noc3C)OC2=O)c1,-6,3
COC(=O)COc1ccc2c(=O)c(Oc3ccc(C(=O)OC)cc3)coc2c1,0,-3
CCCCCn1c(-c2ccncc2)n[nH]c1=S,2,/
c1ccc(CN2CCCCC2c2nncn2CC2CC2)cc1 (stereo unspecified),4,1
O=C(Nc1c(C(=O)N2CCCCCC2)cnn1-c1ccccc1Cl)c1ccccc1Cl,-8,0
Cc1ccc(C(=O)O)cc1-c1ccc(/C=C2/NC(=O)NC2=O)o1,0,15
O=C(c1ccc2c(c1)OCO2)N1CCCc2ccccc21,-2,1
CNc1nc(Nc2ccccc2)nc2ccccc12,0,-2
O=C(c1cnn2c(C(F)(F)F)cc(-c3ccco3)nc12)N1CCc2ccccc2C1,-4,13
Fc1ccc(CNc2ccc(-c3nc(-c4ccc(F)cc4)no3)cn2)cc1,-1,-11
CCCOC(=O)c1ccc(Oc2coc3cc(OC(=O)c4ccc5c(c4)OCO5)ccc3c2=O)cc1,-5,0
CCN(CC)S(=O)(=O)c1ccc(Cl)c(C(=O)O)c1,-5,-8
Cc1ccc(C(=O)N2CC=C(C(=O)NC3CC3)CC2)cc1,-2,-4
Cc1cc(=S)n(-c2ccccc2)n1C,/,-2

# Next section.
# Results follow in this order: Pf apPOL inh, mHTT CaM bind
O=C(Cc1ccc(F)cc1)N1CCC(COc2ccc(C(=O)N3CCOCC3)cc2)CC1
→ 2, 11
O=C1CSC(c2cccc(Cl)c2Cl)N1c1cccc(F)c1 (stereo unspecified)
→ 2, -12
O=C1SC(Cc2ccc(O)cc2)C(=O)N1C(c1ccccc1)(c1ccccc1)c1ccccc1 (stereo unspecified)
→ -6, /
COc1cc([N+](=O)[O-])ccc1NC(=O)COc1ccc(C)cc1C
→ -1, 2
CCCOC(=O)C1C2C=CC3(CN(c4ccccc4CC)C(=O)C13)O2 (stereo unspecified)
→ -3, -4
CCCN(C(=O)Cn1nnnc1N)C1(C(=O)Nc2ccccc2C)CCCCC1
→ 6, 0
COc1ccc2c(C)c(-c3ccc(OC)c(OC)c3)c(=O)oc2c1
→ -10, -3
Cc1ccccc1-c1csc2c(=O)n(Cc3ccccn3)cnc12
→ -4, -6
O=C(O)C=CC(=O)NCCC1=CCCCC1
→ 5, /
CCOc1ccc(N2C=C(C(=O)N3CCCCC3)S(=O)(=O)c3ccccc32)cc1
→ -2, 7
O=C(COc1ccc([N+](=O)[O-])cc1)Nc1ccc(I)cc1Cl
→ -7, -2
FC(F)(F)c1ccnc(NCCNC(=S)Nc2ccc3c(c2)OCCO3)n1
→ -5, /
COc1ccccc1C(=O)Nc1n[nH]c(C)c1-c1cccc(C)c1
→ -4, 16
COc1ccccc1C(=O)Nc1cccc(C)c1C
→ -6, -12
COc1ccc(CCNC(=O)C2CC(=O)N(c3ccc(F)c(Cl)c3)C2)cc1OC (stereo unspecified)
→ 5, -2
COc1ccc(OC)c(CNC(=O)c2ccc(Oc3nccnc3N3CCCCC3)cc2)c1
→ -4, 11
CC(C)CCNC(=O)N1CCCC1c1ccc(F)cc1 (stereo unspecified)
→ -2, -1
O=C(Nc1ccc(I)cn1)C12CC3CC(CC(C3)C1)C2
→ 7, -1
CCOc1ccc(NC(=O)C2CCN(c3nnc(-c4ccc(OC)cc4)o3)CC2)cc1
→ -6, 6
Cc1ccc(NC(=O)N2CCc3nc(-c4ccc(F)cc4)ncc3C2)cc1
→ -4, -5

# Structures above that have an NH in an aromatic ring, in the order listed:
# Results follow in this order: Pf apPOL inh, mHTT CaM bind
Cc1ccccc1N(C)S(=O)(=O)c1ccc2[nH]cc(C(=O)NCCC(C)C)c(=O)c2c1
→ -10, 18
Cc1[nH]c2ccccc2c1CCNC(=O)NS(=O)(=O)Oc1ccc(Cl)cc1
→ -3, 3
COc1cc(C2C(C#N)=C(N)Oc3n[nH]c(-c4ccc(Cl)c(Cl)c4)c32)ccc1O (stereo unspecified)
→ -1, 99*
Cc1ccccc1N=Cc1c(C(F)(F)F)[nH]n(-c2nc3ccccc3s2)c1=O
→ 6, 2
Cc1[nH]c(C(=O)N2CCC(CC(=O)NCCN3CCCCCC3)CC2)c(C)c1C
→ 3, 21
CCCc1[nH]n(-c2ccc(F)cc2)c(=O)c1C=Nc1ccc(Cl)cc1C
→ -3, 3
COc1cccc(CNS(=O)(=O)c2ccc3nc(-c4ccccc4)[nH]c3c2)c1
→ -5, 0
CCCCCn1c(-c2ccncc2)n[nH]c1=S
→ 2, /
COc1ccccc1C(=O)Nc1n[nH]c(C)c1-c1cccc(C)c1
→ -4, 16

# The list goes on.
# Results follow in this order: Pf apPOL inh, mHTT CaM bind
COc1ccc2c(c1)OC(=Cc1ccc(Br)cc1)C2=O
→ -7, 4
Cc1cc(C)cc(OC(=O)c2ccc(Oc3cc(Cl)cc(Cl)c3)o2)c1
→ 4, /
O=C(Cn1cc(-c2ccc(F)cc2)oc1=O)N1CCN(c2ccccc2)CC1
→ 2, -5
CCc1nc(N2CCC(C)CC2)c(C#N)c2c1COC(C)(C)C2
→ 6, -86
Cc1ccc(C)c(N2CCN(C(=O)c3noc4c3CC(C)CC4)CC2)c1 (stereo unspecified)
→ 1, -16
COc1ccc(C(=O)NCc2cccnc2-c2ccc(OC)cc2)cc1
→ 0, 12
COc1cccc(Nc2c(C(=O)N3CCC(C)CC3)cnc3nc(C)ccc23)c1
→ -1, 1
O=C(CCS(=O)(=O)c1ccc(Br)cc1)Nc1cc(F)ccc1F
→ -4, -8
O=C(NC1CC(=O)N(Cc2ccccc2)C1)c1ccncc1 (stereo unspecified)
→ -2, -11
CC12CC3(C)CC(C)(C1)CC(CN=Cc1ccc(O)cc1)(C2)C3
→ 0, -1
COc1ccc(C=C2Oc3cc(OC(=O)c4cccs4)ccc3C2=O)c(OC)c1OC
→ -4, 3
S=C(c1cccs1)N1CCCC1
→ /, 0
Cc1cc(C(=O)N2CCOCC2)c2cc(F)ccc2n1
→ -1, 2
CCOC(=O)NN=Cc1ccc(Cl)cc1
→ -6, /
CC1(OCC#CCN2CCOCC2)COC(C)(OCC#CCN2CCOCC2)OC1 (stereo unspecified)
→ -4, -6
O=C(CSc1nc(-c2ccccc2)cc(=O)[nH]1)Nc1ccc(F)c(F)c1
→ -1, -1
Cc1ccc(S(=O)(=O)N2CCN(c3ccccc3[N+](=O)[O-])CC2)cc1
→ 2, 5
O=C(Nc1ccccc1)N1CCCN(c2ccc(C(F)(F)F)cn2)CC1
→ -11&-6, /
Cc1cccc(C)c1NC(=O)CN1CCC(c2nc(-c3ccc(F)cc3)no2)CC1
→ 1, 4
O=C(Nc1ccc(-c2nc3cccnc3o2)cc1)c1ccc([N+](=O)[O-])cc1Cl
→ -6&0, -2&-2
CC(C)(C)c1ccc(C(=O)N2CCN(c3ccc([N+](=O)[O-])cc3Cl)CC2)cc1
→ -3, 39
COc1ccccc1CNC(=O)Cc1nc2nc(C)c(Cc3cccc(Cl)c3)c(C)n2n1
→ -12, 57*
COCc1nnc(NC(=O)Cc2ccc(Cl)cc2)s1
→ 0, -1
COCc1cc(C(C)(C)C)c(O)c(O)c1C(C)(C)C
→ -2, 62*
COc1ccc(CN2CCN(Cc3cccc(Cl)c3)CC2)cc1OC
→ -7, -1
Cc1cccc(N2CC(C(=O)NCc3cccnc3)CC2=O)c1 (stereo unspecified)
→ -1, 2
CCN1CCN(C2CCN(C(=O)c3ccccc3C)CC2)C1=O
→ -6, -14
CC(C)(C)C1=CC(=NS(=O)(=O)c2ccc(F)cc2)C=C(C(C)(C)C)C1=O
→ -6, 1
Cc1ccc2oc(-c3ccc(Cl)cc3Cl)cc(=O)c2c1
→ -2, -9
COc1cc(OC)c(NC(=O)c2cccc([N+](=O)[O-])c2)cc1Cl
→ -2, 11
